# dFosB act = activators of delta FosB homodimer, primary screen, biochemical, fluorescence polarization, TAMRA-CDK5 oligo, single point; Protein FosB (Mus musculus), P13346; purified delta FosB; percent of positive-control signal above neutral wells; activation, % at 25 µM; 0.99% of 340,000 active;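 active = mean activation above about 17%, with every replicate also reaching it, limit read from the data, passing the limit was not always enough; inconclusive = only one of the two conditions met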;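 note: fluorescence polarization rise as delta FosB binds a TAMRA Cdk5 AP-1 oligo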
# Target sequence (P13346 whole entry, looked up): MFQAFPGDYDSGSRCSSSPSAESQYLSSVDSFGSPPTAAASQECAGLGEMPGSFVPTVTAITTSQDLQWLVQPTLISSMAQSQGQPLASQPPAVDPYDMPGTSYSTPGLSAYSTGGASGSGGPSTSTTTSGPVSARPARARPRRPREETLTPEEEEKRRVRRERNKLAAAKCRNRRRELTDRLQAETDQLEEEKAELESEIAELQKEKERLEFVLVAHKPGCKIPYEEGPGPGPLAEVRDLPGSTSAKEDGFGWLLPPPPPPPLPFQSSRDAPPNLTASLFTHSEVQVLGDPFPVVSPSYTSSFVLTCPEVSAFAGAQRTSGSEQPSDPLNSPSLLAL
# PvdQ acylase = P. aeruginosa PvdQ acylase inhibitors, primary screen, biochemical, fluorescence, plate reader and imaging, single point. purified PvdQ acylase. inhibition, % at 10 µM. 0.063% of 340,000 active. AID 488965, 2010; in the data active = inhibition above about 30%, passing the limit was not always enough; inconclusive = no clear call, values can overlap the other calls;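 note: 0% = vehicle neutral wells and 100% = reference inhibitor wells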
# SR-BI DiI inh = inhibitors of SR-BI mediated HDL lipid uptake, primary screen, ldlA[mSR-BI] cells, fluorescence, single point. Scavenger receptor class B member 1 (Mus musculus), Q61009. ldlA[mSR-BI] CHO cells, DiI-HDL uptake fluorescence, 3 h. inhibition, % at 12.5 µM. 0.96% of 320,000 active. AID 488896, 2010;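 active = mean replicate inhibition of at least 70% and a set share of replicates each scoring 70 or more; inconclusive = meets just one of the two criteria; inactive = fails both criteria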;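 note: 0% = median of neutral control wells and 100% = median of positive control wells; values of inactives mirror those of a sister screen read the other way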
# HTR5A ag = HTR5A agonists in luminescence cell assay, primary screen, counter-screen for OPRM1-OPRD1 heterodimer agonist project, full-deck HTS | cell-based | activation, % at 9.3 µM | 0.61% of 340,000 active | AID 504692, 2011; in the data active = activation mostly above about 9.5%, no sharp cut-off; inactive = mostly below about 7.6%;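 note: 0% = cells with vehicle only and 100% = reference agonist; strong numbers were not always called active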
# Target sequence (P47898 whole entry, looked up): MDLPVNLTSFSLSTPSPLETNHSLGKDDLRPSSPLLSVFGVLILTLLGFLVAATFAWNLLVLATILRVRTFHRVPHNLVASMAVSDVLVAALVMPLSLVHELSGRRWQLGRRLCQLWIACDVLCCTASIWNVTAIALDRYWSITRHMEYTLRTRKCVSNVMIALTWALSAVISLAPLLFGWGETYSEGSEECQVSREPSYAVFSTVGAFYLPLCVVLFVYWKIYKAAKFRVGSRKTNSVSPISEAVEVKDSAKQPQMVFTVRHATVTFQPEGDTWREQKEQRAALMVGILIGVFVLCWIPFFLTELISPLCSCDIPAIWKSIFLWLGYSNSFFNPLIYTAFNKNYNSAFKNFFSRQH
# MITF act = activators of MITF-driven TRPM1 promoter reporter, primary screen, cell-based, SK-MEL-5, luciferase, single point; AID 588334, 2011; 0.75% of 300,000 active; SK-MEL-5 TRPM1-promoter luciferase, 24 h; % of positive control, neutral wells = 0; activation, % at 12.5 µM;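 active = mean activation of at least 80% with every replicate also reaching 80%; inconclusive = mean reaches 80% but some replicate falls short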;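 note: 0% = neutral control wells and 100% = parthenolide positive control wells; values of inactives mirror those of a sister screen read the other way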
# HTR5A inv ag = HTR5A inverse agonists in luminescence cell assay, primary screen, counter-screen for OPRM1-OPRD1 heterodimer inverse agonist project, full-deck HTS; HTR5A cell line, inverse agonism; 0.083% of 340,000 active; inhibition, % at 9.3 µM; 5-hydroxytryptamine receptor 5A (Homo sapiens), P47898; in the data active = inhibition mostly above about 23%, no sharp cut-off; inactive = mostly below about 18%;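 note: 0% = cells with DMSO and 100% = no-cell wells with DMSO; some compounds called inactive have numbers as strong as hits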
# V-ATPase pHluor = regulators of yeast V-ATPase proton pumping, primary screen, pHLuorin cytosolic pH fluorescence | S. cerevisiae | response, % at 10 µM | 0.37% of 350,000 active | AID 504577, 2011; in the data active = response mostly above about 7.3%, no sharp cut-off; inactive = mostly below about 5.4%; note: actives read high; inactives centre near 0; some compounds called inactive have numbers as strong as hits; reference of the scale not given here
# Wnt act = Wnt/beta-catenin pathway activators, primary screen, cell-based, plate reader, single point. Wnt/beta-catenin reporter cell assay, activator. activation, % at 9.35 µM. 1.2% of 300,000 active; in the data active = activation above about 30%, passing the limit was not always enough; inconclusive = no clear call, values can overlap the other calls;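 note: 0% = neutral control wells and 100% = positive control wells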
# CDK5 p35 inh = inhibitors of human CDK5/p35 kinase, primary screen, biochemical, single concentration. Cyclin-dependent kinase 5 (Homo sapiens) + Cyclin-dependent kinase 5 activator 1 (Homo …. inhibition, % at 10 µM. 0.01% of 330,000 active. Recombinant CDK5/p35, ADP-Glo luminescence, 60 min;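 active = highest replicate inhibition of at least 50% and at least 75% of replicates reaching 50%; inconclusive = only one of the two criteria met; inactive = both criteria failed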;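 note: plate controls were DMSO neutral control for no effect and GW8510 at 10 µM for full effect; many of its hits are not listed in these tables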
# NSD2 inh = NSD2 histone methyltransferase inhibitors, primary screen, biochemical, AlphaScreen, single concentration, set 2; Histone-lysine N-methyltransferase NSD2 (Homo sapiens), O96028; NSD2 peptide methylation, 120 min; inhibition, % at 12.5 µM; 0.54% of 310,000 active; AID 743445, 2014; in the data active = inhibition above about 50%
# An asterisk follows results filed as active; ? = inconclusive; nt = not tested or not shown.
SMILES,dFosB act,PvdQ acylase,SR-BI DiI inh,HTR5A ag,MITF act,HTR5A inv ag,V-ATPase pHluor,Wnt act,CDK5 p35 inh,NSD2 inh
CN(Cc1ccccc1)c1nc2c(c(=O)[nH]c(=O)n2C)n1Cc1ccccc1F,-3,-12,6,2,-4,-6,4,14,0.3,1
CN(C(=S)NC(=O)c1ccc(Cl)cc1)C1CCCCC1,-8,-3,27,0,15,-2,-3,7,4.2,6
COc1ccc(S(=O)(=O)NCC(c2ccc(F)cc2)N2CCN(C)CC2)cc1 (stereo not drawn),-1,-16,-51,9,4,-23,0,0,0.7,2
CN(C)S(=O)(=O)n1cc(/C=C(\NC(=O)c2ccccc2)C(=O)NCCCN2CCOCC2)c2ccccc21,-9,-8,-10,1,19,19,2,0,nt,-11
NC(=O)CC(O)c1cccc(Cl)c1 (stereo not drawn),2,2,-47,-4,1,-9,0,nt,1.0,-2
O=C(Nc1cc(Cl)ccc1N1CCOCC1)c1ccc2c(c1)OCCO2,1,-5,64,-3,3,7,3,1,-0.3,-5
CN1CCc2ccccc2CC1=O,7,2,-19,1,-5,-15,0,nt,-0.4,23
C/C(CC(=O)Nc1ccc(F)cc1)=N\NC(=O)Cc1csc(N)n1,-5,-4,-18,2,-8,-1,2,-1,-2.9,30
Cc1ccc(C(=O)OC(C)C(=O)NC2CCCCC2C)cc1S(=O)(=O)N1CCCCC1 (stereo not drawn),-26,-8,31,4,-20,2,-1,-2,0.6,26
Cc1cc(C)cc(NC(=O)Cn2nnc(C(=O)NCc3ccccc3Cl)c2N)c1,41*,-12,-11,10,-7,-8,0,-4,-7.2,1
COC(=O)C1(CCSC)NC(c2ccc(O)c(OC)c2)C2C(=O)N(c3ccc(C)cc3)C(=O)C21 (stereo not drawn),-15,-4,-3,-3,-8,8,-3,1,0.5,1
Cc1ccc(N2CCN(C(=O)CN3C(=O)c4ccccc4C3=O)CC2)cc1,-4,-3,-4,-4,nt,13,-4,-1,-0.5,2
COc1cccc(CNS(=O)(=O)c2ccccc2Br)c1OC,-6,-8,-10,-2,6,9,2,-2,0.4,nt
O=S(=O)(NC1CC1)c1ccc(S(=O)(=O)N2CCC3(CC2)OCCO3)cc1,-3,-7,3,0,-8,-4,-1,-1,3.7,1
O=C(COC(=O)c1ccc(CSc2ccc(Cl)cc2)cc1)Nc1ccccc1,3,13,-14,-2,1,6,0,-1,-1.0,0

# Quoted at random: 2 entries already listed
SMILES,dFosB act,PvdQ acylase,SR-BI DiI inh,HTR5A ag,MITF act,HTR5A inv ag,V-ATPase pHluor,Wnt act,CDK5 p35 inh,NSD2 inh
COc1cccc(CNS(=O)(=O)c2ccccc2Br)c1OC,-6,-8,-10,-2,6,9,2,-2,0.4,nt
COc1ccc(S(=O)(=O)NCC(c2ccc(F)cc2)N2CCN(C)CC2)cc1 (stereo not drawn),-1,-16,-51,9,4,-23,0,0,0.7,2

# (cont.)
SMILES,dFosB act,PvdQ acylase,SR-BI DiI inh,HTR5A ag,MITF act,HTR5A inv ag,V-ATPase pHluor,Wnt act,CDK5 p35 inh,NSD2 inh
O=C(CN1CCN(c2ccc(F)cc2)CC1)NCC1CCCO1 (stereo not drawn),-5,-11,3,2,nt,8,5,nt,-3.7,-1
Cc1cc(C)c(C#N)c(N2CCN(Cc3ccccc3)CC2)n1,0,-4,-22,-1,7,11,2,nt,1.8,0
CCN1CCN(CCCNC(=O)c2ccc3c(c2)NC(=O)c2ccccc2S3)CC1,-8,-5,1,-2,nt,6,1,3,0.9,nt
CON1C(=O)C(=O)N(OC)C(C)(C)C1(C)C,-3,-10,-18,1,2,18,0,-3,-2.0,-2
O=C(COC(=O)CCc1nc2ccccc2c(=O)[nH]1)Nc1ccccc1,-2,5,-22,-1,6,6,1,-3,2.0,-3
O=C(CCCCC(=O)OCC1CCCO1)OCC1CCCO1 (stereo not drawn),3,-2,-16,-1,4,4,-2,-17,-0.8,42
COc1ccccc1C(=O)NNC(=O)c1ccccc1,-5,3,-1,5,nt,25,-4,13,-0.7,-9
CCn1ccnc1CNC(=O)CC1C(=O)NCCN1CCCc1ccccc1 (stereo not drawn),-8,-13,-12,-1,24,3,6,2,1.4,1
O=C(CC(=O)c1ccccc1)Nc1ccccc1,9,2,15,2,nt,10,0,34*,3.2,-3
CN(C)c1cc(NC(=O)CNC(C)(C)C)c2ccccc2n1,11,-6,-19,2,nt,3,1,3,-3.5,2
Cc1ccc(C)c(OCCC(=O)Nc2ccccc2C(=O)NC2CC2)c1,3,-3,45,-2,-10,6,3,-2,-5.2,-3
Cn1c(=O)[nH]c(=O)c2c1nc(CN1CCOCC1)n2Cc1ccc(F)cc1,-1,7,-20,9,3,-25,2,-2,0.1,nt
COc1ccccc1CNC(=O)CSc1nc(C)cs1,-8,-12,5,-3,-1,27,3,0,-1.9,-2
N#CC1=C(N)Oc2cc(O)c(Cl)cc2C1c1ccccc1F (stereo not drawn),-3,4,-6,5,-14,-18,-6,0,3.0,-3
CCO/N=C/C1=C(O)C(C(=O)OC)C(C)(C)CC1=O (stereo not drawn),0,-1,1,1,2,20,-1,-2,0.3,-2
COc1cc(CNc2ncn[nH]2)ccc1OCC(=O)NC(C)(C)C,-14,-13,-31,1,-6,-2,0,1,1.1,-3
COc1cc2c(cc1OC)CN(C(=O)CNC(=O)c1ccc(OC(F)F)cc1)CC2,-2,-13,-2,0,-3,0,2,0,2.4,-2
COc1ccccc1NS(=O)(=O)c1ccc(C(=O)NCC(c2ccccc2OC)N2CCCC2)cc1 (stereo not drawn),-4,-9,22,-3,24,9,-1,23,1.9,0
COC(=O)c1ccc(C(=O)OC)c(NC(=O)CSc2nc(-c3ccco3)cc(C(F)(F)F)n2)c1,2,-8,3,-5,-7,10,4,nt,2.0,-1
COc1ccccc1-c1cc(C(F)(F)F)nc(S(=O)(=O)CCCC(=O)NC(C)C)n1,-15,12,-29,1,-85,0,-2,nt,-1.3,-2
O=C(Nc1cccnc1)C1(F)C(F)(F)C(F)(F)C(F)(F)C(F)(F)C1(F)F,-6,-16,-50,3,9,-9,1,nt,1.1,5
CC(=O)NC(CCS(C)(=O)=O)C(=O)Nc1nc(C)cs1 (stereo not drawn),8,-7,-2,7,1,-18,-3,19,1.3,nt
CCc1c(C)nc2nc(SCc3ccccc3)[nH]n2c1=O,0,-13,-14,-2,-14,6,4,?,-0.5,-1
Cc1ccccc1-c1nnn(CC(=O)N(C)CC(=O)Nc2ccccc2C(F)(F)F)n1,-13,-21,-1,1,-3,1,1,-2,-1.3,0
COC(=O)c1[nH]c(C)c(/C(O)=C2\C(=O)C(=O)N(CCN(C)C)C2c2ccc(C)o2)c1C (stereo not drawn),-1,-10,-13,-8,-6,-5,0,nt,1.1,1
O=C(NCCN1CCOCC1)/C(=C\c1ccc(F)cc1)NC(=O)c1ccccc1,-7,-8,-11,-3,-4,-29,-1,-1,-1.0,7
O=c1cc(N2CCN(c3ccccc3)CC2)[nH]c(=O)n1-c1ccccc1,-2,7,-5,-4,-2,-11,0,nt,-3.3,0
O=S(=O)(Nc1ccc(-n2cnnn2)cc1)c1cccs1,-4,-12,31,-5,7,12,2,-2,-3.1,1
N#Cc1ccccc1S(=O)(=O)N1CCN(C(=O)CN2C(=O)NC3(CCCC3)C2=O)CC1,-2,-1,2,2,4,-7,2,-1,0.1,-1
COc1ccc(-n2c(=S)[nH]c3cc(C(=O)Nc4ccccc4OC)ccc3c2=O)c(OC)c1,-5,-3,nt,-8,0,20,-2,-5,-0.5,0
COc1ccccc1-c1nnn(C/C(N)=N/O)n1,-2,-7,-16,1,-11,-10,7,0,-1.7,1
CC1CN(c2nc(Nc3ccccc3F)nc(N)c2[N+](=O)[O-])CC(C)O1 (stereo not drawn),-9,11,37,-3,-11,9,-6,1,-0.1,5
O=C(Nc1cccc(Cl)c1)c1ccc(NCCCN2CCOCC2)c([N+](=O)[O-])c1,-4,-4,71*,-3,1,7,-2,nt,-0.6,1
CSc1ccccc1OCc1cc(C(=O)N(C)Cc2cnccn2)no1,3,-9,15,-2,50,4,-3,-1,2.8,-2
CN1CCC2(CC1)N=C(c1ccc(F)cc1)C(=S)N2C(=O)c1ccc(C(C)(C)C)cc1,-3,3,-28,0,-14,1,0,0,2.2,2
Cc1nonc1CN(C)C(=O)CC1C(=O)NCCN1Cc1c(F)cccc1Cl (stereo not drawn),1,-9,8,-1,-5,12,2,-2,1.6,-2
Cc1nc2ccccc2n1CC(O)COc1ccc(Br)cc1 (stereo not drawn),-11,-9,-26,3,-5,-7,-1,-1,-0.1,0
Nc1ccc2ccc(O)cc2c1,5,7,22,-2,-16,9,-3,3,2.8,0
NC(=O)c1ccsc1NC(=O)CSc1nnc2ccccn12,-20,-3,-13,-3,4,8,-4,1,0.6,10
Cn1c(NC(=O)C[n+]2cc(-c3ccccc3)n3c2CCC3)cc(=O)n(C)c1=O,0,-8,nt,3,0,-10,2,-4,2.0,0
Fc1ccc(N2Cc3ccsc3C=N2)cc1,1,-7,-7,1,19,-3,0,-4,0.2,3
Cc1ccc(N2CCC(N3CCN(C4CCCCC4)C(CCO)C3)CC2)cc1 (stereo not drawn),0,-16,-9,-4,6,11,-1,-4,-1.0,2
CCN1CCN(C(=O)c2ccc3c(=O)n(CCC4=CCCCC4)c(=O)[nH]c3c2)CC1,-7,0,-9,-5,24,13,-2,-4,-6.9,nt
COc1ccc2nc(/N=C/c3cccc(OC)c3O)sc2c1,-4,-8,-24,4,-12,-14,7,1,-0.3,1
COc1ccc(/C=N\NC(=O)C2COc3ccccc3O2)cc1O (stereo not drawn),-9,-12,nt,0,-6,-1,-3,1,0.0,1
CCCn1c2ccccc2c2nc3ccccc3nc21,-46,-8,19,2,11,6,0,17,1.1,-12
C[C@H](NC(=O)c1nc[nH]c1C(=O)N[C@@H](C)c1ccccc1)c1ccccc1,-5,-9,-19,5,-4,-14,3,-2,1.2,nt
Cc1nn(C)c(C(=O)N2CCc3ccccc32)c1Br,-5,-6,0,6,-11,-20,-3,nt,2.2,1
O=C(CSc1nnnn1C1CCCCC1)NCc1cccc(C(=O)O)c1,1,-8,-5,0,0,-3,4,-15,0.3,-2
CCC1(c2ccc(F)cc2)NC(=O)N(CC(=O)Nc2ccc(N3CCCCC3)cc2)C1=O (stereo not drawn),-6,-16,50,4,-10,-9,6,-2,0.8,-6
Cc1nc2ncnn2c(C)c1CCC(=O)NCCc1ccccc1,3,0,-30,9,nt,1,0,nt,0.5,1
CCC(C)OC(=O)C1=C(C)OC23OC(N)=C(C#N)C12C(=O)c1ccccc13 (stereo not drawn),-12,-8,nt,-3,-6,-24,-3,nt,-1.3,2
CCC1CCCCN1C(=O)COc1ccccc1NC(C)=O (stereo not drawn),4,11,1,-1,-17,2,0,-1,-0.7,-5
O=C(Nc1cccc(Cl)c1)c1cccc(Oc2ccc([N+](=O)[O-])cc2Cl)c1,5,3,22,8,-11,-29,7,nt,-0.7,-2

# Screening data as filed in PubChem.
